TR SRC2 fluor cs – counter-screen for TRb-SRC2 inhibitors: fluorescence interference | TRb/SRC2 Texas Red total fluorescence interference | Potency, µM (highest dose often 106 µM), for the others: top-dose fluorescence change, negative = quenching | actives 0.29% (n = 280,000) | AID 1479; active = well fitted curve in either direction with a large enough effect; inconclusive = small, poorly fitted or top-dose-only effect; note: % is set by controls: 0 for no effect and ±100 for the full control effect
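Human TRb ligand-binding domain at 0.6 uM with 20 nM Texas Red SRC2 peptide in Tris buffer containing 1 uM T3 and 5% DMSO, incubated with compound 5 h at ambient temperature. Total fluorescence (555/632 nm) calculated as parallel + 2 × perpendicular.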
GoLoco inh red – RGS12 GoLoco-Gai1 interaction inhibition; Gai1:RGS12 GoLoco peptide FP, rhodamine, 10 min; P63096; Potency, µM (highest dose often 61.6 µM), without a hit: at the top dose activity, negative = inhibition, hits mostly inhibitors; actives 0.44% (n = 230,000); active = well fitted inhibition curve with a large enough effect, not every such curve was filed as active; inactive = no such curve, though single readings can be large or run the other way; note: % is set by controls: 0 for no effect and ±100 for the full control effect; nearly all actives have a fitted effect of over 30% in size; many of its hits are not listed in these tables
Target sequence (P63096 whole entry, looked up): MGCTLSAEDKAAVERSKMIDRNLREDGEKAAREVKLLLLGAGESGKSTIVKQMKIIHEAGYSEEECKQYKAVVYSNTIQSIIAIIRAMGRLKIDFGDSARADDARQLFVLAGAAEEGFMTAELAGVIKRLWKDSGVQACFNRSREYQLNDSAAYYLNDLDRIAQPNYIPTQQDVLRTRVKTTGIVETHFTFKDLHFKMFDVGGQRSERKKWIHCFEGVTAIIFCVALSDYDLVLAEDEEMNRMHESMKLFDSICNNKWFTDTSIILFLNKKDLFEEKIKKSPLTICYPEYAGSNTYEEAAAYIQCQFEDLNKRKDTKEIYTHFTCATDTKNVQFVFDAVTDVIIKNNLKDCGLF
KDM4E inh – blocks human JMJD2E demethylase activity; B2RXH2; JMJD2E catalytic domain, FDH-coupled NADH fluorescence (FDH is formaldehyde dehydrogenase); Potency, µM (top dose mostly 57.1 µM), for inactives: at the top dose activity change, negative = inhibition, hits mostly inhibitors; actives 1.6% (n = 230,000); active = well fitted inhibition curve with a large enough effect, not every such curve was filed as active; inconclusive = small, poorly fitted or top-dose-only effect, or another doubt; inactive = no such curve, though single readings can be large or run the other way;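 note: 0% = wells with enzyme and -100% = buffer wells without enzyme; nearly all actives have a fitted effect of over 50% in size; many of its hits are not listed in these tables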
RECQ1 helicase – RECQ1 (human) helicase inhibition; actives 0.54% (n = 240,000); P46063; RECQ1 DNA unwinding, red fluorescence kinetic read; Potency, µM (highest dose often 57.3 µM), for inactives: at the top dose activity, negative = inhibition, most hits filed as inhibitors;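 note: plate controls were vehicle for no effect and no enzyme for full effect; nearly all actives have a fitted effect of over 30% in size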
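50 nM RECQ1T1 preincubated 15 min with compound in Tris pH 8.0 buffer with MgCl2, DTT, Tween-20 and 2.5 ug/ml poly(dI-dC); started with 200 nM TAMRA/BHQ-2 forked duplex and 2 mM ATP. Unwinding read as fluorescence (525/598 nm), two reads 2 h apart.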
TRb-SRC2 inh – TRbeta-SRC2 interaction inhibition | TRbeta-SRC2 peptide binding, fluorescence polarization; receptor liganded with 1 µM T3 | AID 1469 | P10828 | Potency, µM (top dose mostly 106 µM), for inactives: top-dose activity change, negative = inhibition, usual class: inhibitors | actives 0.065% (n = 280,000);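 note: plate controls were bound peptide for no effect and peptide without receptor for full effect; nearly all actives have a fitted effect of over 50% in size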
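Decrease in fluorescence polarization of 20 nM Texas Red SRC2 coactivator peptide flagged inhibition of its binding to 0.6 uM TRb LBD; 1 uM T3 included, incubation 5 hr, ex 555/em 632 nm.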
SMN2 splice enh – enhancers of SMN2 splice variant expression. AID 1458. Potency, µM (doses to about 46.1 µM), without a hit: at the top dose activity change, positive = activation, actives largely listed as activators. HEK293 SMN2-luciferase splicing reporter, luminescence, 30-36 h. actives 2.8% (n = 210,000); note: % of control where 0% means no effect; nearly all actives have a fitted effect of over 55% in size
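qHTS luciferase splicing reporter: luminescence rises when SMN2 exon 7 is included in transfected HEK293 cells. Compound exposure lasted 30-36 h at 37C, with 4.5 mM final sodium butyrate as control, followed by a ONE-Glo read.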
ALDH1A1 block – inhibitors of human aldehyde dehydrogenase 1A1. P00352. Purified ALDH1A1, NADH fluorescence, propionaldehyde substrate. Potency, µM (top dose mostly 75.3 µM), for the others: at the highest dose activity, negative = inhibition, usual class: inhibitors. actives 7.3% (n = 220,000). AID 1030; active = well fitted inhibition curve with a large enough effect, not every such curve was filed as active; inconclusive = small, poorly fitted or top-dose-only effect, or another doubt; inactive = no such curve, though single readings can be large or run the other way;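 note: plate controls were no enzyme wells and a reference inhibitor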
Target sequence (P00352 whole entry, looked up): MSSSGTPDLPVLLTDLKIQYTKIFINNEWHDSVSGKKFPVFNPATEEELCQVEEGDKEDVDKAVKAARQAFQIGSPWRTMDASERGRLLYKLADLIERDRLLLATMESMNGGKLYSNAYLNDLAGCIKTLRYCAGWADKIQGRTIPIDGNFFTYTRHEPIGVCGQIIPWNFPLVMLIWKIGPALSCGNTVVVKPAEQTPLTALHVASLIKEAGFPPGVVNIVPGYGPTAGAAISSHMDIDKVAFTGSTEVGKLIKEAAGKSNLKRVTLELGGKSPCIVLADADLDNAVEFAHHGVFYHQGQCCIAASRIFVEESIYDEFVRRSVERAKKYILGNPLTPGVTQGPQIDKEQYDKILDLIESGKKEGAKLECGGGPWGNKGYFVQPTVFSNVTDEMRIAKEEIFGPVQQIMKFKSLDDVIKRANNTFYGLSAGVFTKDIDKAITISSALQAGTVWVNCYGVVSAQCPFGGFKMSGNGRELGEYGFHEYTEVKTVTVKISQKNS
LMNA splice mod – changes lamin A minigene splicing in HeLa cells | HeLa LMNA splicing GFP/RFP minigene ratio, 48 h | Potency, µM (doses to about 46.1 µM), without a hit: at the highest dose ratio change, negative = inhibition, usual class: inhibitors | actives 0.01% (n = 200,000); active = well fitted inhibition curve with a large enough effect in the signal ratio, with a control signal flat, not every such curve was filed as active; inconclusive = small, poorly fitted or top-dose-only effect, or effect the other way, or a change in a side signal; the % refers to the signal ratio; note: % is set by controls: 0 for no effect and ±100 for the full control effect
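S3 HeLa cells stably expressing lamin A-EGFP splicing minigene plus DsRed2, 600 cells/well, 48 h compound exposure at 37C. Laser-scanning cytometry; analysed as GFP (500-530 nm)/RFP (575-640 nm) total intensity ratio; 0.5% DMSO vehicle.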
The depositor's hits bear a star; i = inactive; ? = inconclusive; nt = not tested or not shown; & = joins results of further samples; [ ] = remark or other dose. Unless noted, calls come from the whole dose curve; as a rule, active = well fitted curve in the direction sought with a large enough effect; inconclusive = small, poorly fitted or top-dose-only effect, or another doubt; inactive = no such curve, though single readings can be large; an effect the other way counts as inactive or inconclusive. Potency is the fitted concentration of half-maximal effect. This is a subset; count on the stated rates, not on these rows.

compound | TRb-SRC2 inh | KDM4E inh | SMN2 splice enh | ALDH1A1 block | TR SRC2 fluor cs | GoLoco inh red | LMNA splice mod | RECQ1 helicase
CC(C)Oc1ccc(C(=O)NC(C)(C)CO)cc1 | 5% | 16% | 1% | -1% | -2% | -8% | -2% | -9%
CCOC(=O)c1nn(-c2ccc([N+](=O)[O-])cc2)cc1O | -2% | 5% | nt | nt | -5% | 6% | nt | 1%
CCn1c(=O)c2ccccc2n2c(SCC(=O)NCc3cccs3)nnc12 | -15% | 7% | 25% | ? | 0% | 9% | -7% | -8%
COC(=O)c1sc(NC(=S)NC(=O)c2ccc(F)cc2)nc1C | -11% | -2% | -36% | ? | -2% | 22% | ? | -3%
Cc1[nH]c2ccccc2c1[C@H]1[C@@H](CC#N)C1(C)C | 7% | -4% | -14% | 22µM* | -2% | 21% | -9% | -6%
CC(C)C(c1nnnn1C1CCCC1)N1CCc2ccccc21 (stereo not drawn) | -9% | 3% | -8% | ? | -1% | 5% | 1% | -4%
O=[N+]([O-])c1ccc(Oc2ccc(Oc3ccc(C(F)(F)F)cn3)cc2)nc1 | 4% | -2% | nt | -7% | -1% | -1% | nt | 6%
N#Cc1cc2c(nc1SCC(=O)N1CCCCC1)CCCCC2 | -10% | -24% | 0% | 22µM* | -2% | -14% | ? | 3%
CCCCC(=O)NC(=S)Nc1ccccc1N1CCCCC1 | -3% | 2% | -14% | ? | 3% | 0% | ? | -12%
COc1ccc(NC(=O)c2ccc(S(=O)(=O)N(C)c3ccccc3)cc2)cn1 | -6% | -20% | nt | nt | 0% | -1% | nt | -5%
O=C1OC(COc2ccc(Br)cc2)CN1c1ccccc1 (stereo not drawn) | -1% | 2% | nt | nt | -2% | 6% | nt | -2%
COC(=O)c1cccc(NC(=O)c2ccc(OC)c(Cl)c2)c1 | -3% | 3% | ? | -1% | 1% | 9% | 3%[46 µM] | i
COc1cccc(C(=O)NC2CCN(C(=O)N3c4ccccc4Sc4ccccc43)CC2)c1 | -2% | 1% | -35%[inhibitor] | 7% | -4% | 2% | ? | -21%
O=C(O)c1ccc(/C=N/N2CCN(Cc3ccc(Cl)cc3)CC2)cc1 | -6% | 7% | nt | 12% | 0% | 8% | 1%[46 µM] | 18%
CC(C)(C)NC(=O)CCSc1nnc(-c2ccco2)o1 | 5% | -1% | 13% | 6% | -2% | 13% | -5%[9.22 µM] | -10%
CCC12CN3CC(CC)(CN(C1)C3c1c(O)ccc3ccccc13)C2=O (stereo not drawn) | ? | 13µM* | 19% | ? | ? | -15% | ? | -12%
Oc1cccc(Oc2ncc(C(F)(F)F)cc2Cl)c1 | 6% | 6% | 17% | 4% | 0% | 16% | -9%[46 µM] | i
Cc1nc(NC(=O)C23CC4CC(CC(C4)C2)C3)sc1Cc1ccc2c(c1)OCO2 | 6% | -10% | nt | 8% | 1% | nt | ? | 2%
COc1ccc(/C=C/C(=O)NC(=S)NNC(=O)c2cccnc2)cc1 | 2% | ? | 4% | -1% | -3% | 6% | -12% | 8%
COc1ccccc1C(=O)NNC(=O)c1ccncc1 | -8% | -2% | -10% | -3% | -2% | -16% | nt | -8%
Cc1cc(C)cc(-n2c(C)c3c(C)nnc(C)c3c2C)c1 | -3% | ? | -12% | -6% | 2% | 17% | -7% | 14%
COCCN1Cc2cccc(C(=O)Nc3c(C)cccc3C)c2C1=O | 0% | 3% | -15% | -11% | -2% | 1% | 7% | i
C=C1c2cc(C)ccc2NC(=O)N1c1ccccc1 | 1% | ? | -7% | ? | -3% | 8% | ? | 13%
Cc1ccc(NC(=O)CCC(=O)NNC(=O)c2ccco2)cc1C | 4% | 15% | 23% | 24% | -1% | 5% | 13% | -13%
Cc1cccc(NCC(=O)N/N=C\c2c[nH]c3ccccc23)c1 | 4% | 1% | -11% | -3% | -1% | 2% | nt | -15%
COc1ccc(S(=O)(=O)Oc2cccc(/C=N/N=C3/NC(=O)C(CC(=O)O)S3)c2)cc1 (stereo not drawn) | -6% | -14% | nt | 8.9µM* | -3% | 2% | nt | -2%
O=C(O)c1ccc2noc(-c3ccccc3)c2c1 | -3% | -5% | 20% | ? | -5% | 8% | 13% | i
COC(=O)NNS(=O)(=O)c1ccc(C)cc1 | 12% | 5% | 2% | -9% | 0% | -1% | 5% | 15%
Cc1cc(C(=O)Nc2c(F)cc(F)cc2Br)no1 | 0% | 7% | 4% | 1% | -1% | 12% | -11% | 9%
S=c1nc(-c2ccccc2)n(CCCn2ccnc2)c2c1CCCC2 | -18% | -10% | 3% | -9% | 1% | 5% | -9% | i
O=S(=O)(NCc1ccco1)N1CCOCC1 | 4% | 8% | 24% | 10% | 4% | 3% | 3% | i
O=C(c1ccc([N+](=O)[O-])cc1)N1CCSC1c1cccc(Cl)c1 (stereo not drawn) | 0% | -7% | -22% | 1% | -1% | -1% | nt | ?
O=S(=O)(NC(=NC1CCCC1)C(F)(F)F)c1ccccc1 | 5% | -3% | -6% | -6% | 0% | 2% | 17% | i
Cc1ccc(Cl)cc1N1CCN(c2cccc[n+]2C)CC1 | 14%[53 µM] | -14% | -25% | 10% | 0%[53 µM] | -62% | ? | -1%
COc1ccc(OC)c(C2C(C(N)=O)=C(C)Nc3nc(CCCO)nn32)c1 (stereo not drawn) | 1% | -1% | 4% | 10% | 1% | 2% | 0% | -10%
COc1ncc2nc(C)c(=O)n(C[C@H]3CCCO3)c2n1 | nt | nt | -1% | 2% | nt | 9% | nt | -8%
Cn1c(COc2cccc3ccccc23)nnc1SCC(=O)OC1CCCCC1 | -1% | -2% | nt | nt | -1% | 1% | nt | i
O=C(CN1CCC(n2nnc3cc(F)ccc32)CC1)N1CCc2ccccc2C1 | 2% | 1% | -15% | -9% | 0% | 4% | ? | i
Cc1ccc(CSc2ncnc3c2cnn3-c2ccccc2)cc1 | 3% | 0% | -22% | -13% | 6% | 16% | -6% | 2%
Cc1ccc(C)c(NC(=O)CSc2ccc(-c3cccs3)nn2)c1 | 5% | 22% | 0% | 15% | -6% | -4% | -3% | -2%
COc1ccccc1NC(=O)CSc1nnc(Cn2cnc3ccccc32)n1C | -6% | 4% | 9% | ? | -4% | 13% | -3% | -2%
CC(=O)CCn1cc([N+](=O)[O-])nc1C | 2% | -1% | nt | nt | 3% | -1% | nt | -2%
O=C(NCc1ccncc1)C(=O)C1C(=O)Nc2ccccc21 (stereo not drawn) | -6% | -10% | 12% | -6% | -1% | 4% | nt | 6%
CC1Cc2nc(SCC(=O)Nc3nc4ccccc4s3)n(C)c(=O)c2S1 (stereo not drawn) | -12% | 4% | -49%[inhibitor] | 10% | -1% | 2% | ? | -5%
O=C1OCc2cccc3cccc1c23 | 5% | ? | -13% | ? | -1% | 3% | -5% | -10%
CCOc1cc(C)c(S(=O)(=O)N2CCCC2)cc1C | -13% | -21% | -21% | 2% | -1% | 15% | -10% | -4%
O=C(COc1cc(F)ccc1[N+](=O)[O-])NCCCc1ccccc1 | -1% | 0% | nt | -3% | -3% | -5% | nt | -24%
CC(NC1CCCC1)c1ccccc1 (stereo not drawn) | -8% | 8% | nt | -6% | -1% | -6% | nt | -1%
O=C(N/N=C/c1ccc(O)cc1O)/C(=C/c1ccccc1)CCO | 7% | 16µM* | -93%[inhibitor] | -3% | -3% | -2% | ? | -5%
O=C(O)CSc1nc2c(c(C(F)(F)F)n1)CCCC2 | 2%&-5% | 0%&11% | 28% | 4% | -1%&-1% | 0%&0% | -1%[46 µM] | -16%
COc1ccc(-c2nnc(N(C)C(=O)C3CCCO3)s2)cc1 (stereo not drawn) | -11% | -10% | 11µM* | ? | -3% | 11% | -13% | -2%
CS(=O)(=O)N(CC(=O)N1CCOCC1)c1ccc2c(c1)OCO2 | 2% | 2% | nt | -12% | -2% | 15% | -5% | 0%
COc1ccc(C(CC(=O)O)NC(=O)c2cc3cc(Br)ccc3oc2=O)cc1OC (stereo not drawn) | -4% | -17% | -9% | ? | 1% | 7% | ? | i
COCC(C)n1c(SCC(=O)N(C)C2CCS(=O)(=O)C2)nc2ccccc2c1=O (stereo not drawn) | 4% | 2% | 9% | 10% | -4% | -8% | -3%[46 µM] | i
CCCCCCCCCCNC(=O)C(=O)Nc1ccccn1 | -5% | 4% | -3% | -4% | -3% | -7% | 4% | 22%
CCOC(=O)/C(C#N)=C1/C=C(C)NC(c2ccccc2O)=N1 | 8% | ? | -102% | ? | -17% | -2% | ? | -9%
Cc1ccc(Cn2ncc3c(N4CCN(c5ccc(C)cc5)CC4)ncnc32)cc1 | -8% | 2% | -57%[inhibitor] | 8% | -1% | 3% | ? | -2%
CCNc1nc(NCC)n2c(SCC(=O)c3ccccc3Cl)nnc2n1 | -5% | -9% | -19% | ? | -1% | -4% | nt | -4%
CC(C)(C)NC(=O)CSc1nnc(-c2ccccn2)n1-c1ccccc1 | -20% | -1% | -19% | -1% | -5% | 2% | -7% | -4%
COc1cccc(CN(C)CC(=O)NC(=O)NCc2ccccc2)c1 | 9% | -2% | 20% | ? | -3% | -3% | 1% | -5%

(list continues)
compound | TRb-SRC2 inh | KDM4E inh | SMN2 splice enh | ALDH1A1 block | TR SRC2 fluor cs | GoLoco inh red | LMNA splice mod | RECQ1 helicase
Nc1ccc(S(=O)(=O)N2CCCC2C(=O)O)cc1 (stereo not drawn) | -2% | -5% | nt | nt | 0% | -6% | nt | i
O=S(=O)(/C=C/c1ccccc1)NCCc1ccccn1 | 6% | 8% | -12% | -1% | -2% | 9% | 1% | -4%
Fc1cccc(Cl)c1-c1nnc2ccc(C(F)(F)F)cn12 | 1%[53 µM] | -17% | nt | -7% | 1%[53 µM] | 6% | nt | -10%
Cc1cc(N/N=C/c2ccccc2)nc(NCc2ccccc2)n1 | 4% | 9% | -4% | -3% | -4% | 2% | ? | -5%
Cc1ccc(NC(=O)Cc2nc(CCl)cs2)cc1 | 5% | -19% | -6% | ? | -3% | 11% | -5% | 8%
